Screening data (PubChem BioAssay)
Pf Dd2 growth = Plasmodium falciparum Dd2 growth inhibition. P. falciparum Dd2 growth, SYBR Green, 72 h. Potency, µM (doses to about 28.9 µM), without a hit: at the highest dose activity, negative = inhibition, usual class: inhibitors. 4.3% of 120,000 active. AID 1347417; active = well fitted inhibition curve with a large enough effect; inconclusive = small, poorly fitted or top-dose-only effect; inactive = no such curve, though single readings can be large or run the other way;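 also: plate controls were DMSO vehicle for no effect and reference drug for full effect; nearly all actives have a fitted effect of over 65% in size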
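Infected erythrocytes (Dd2, 0.3% parasitemia, 2.5% hematocrit final) are added to compound in RPMI-1640/Albumax II medium, grown 72 h at 37C in low oxygen, then lysed with saponin/Triton-X containing SYBR Green and read by fluorescence.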
The depositor's hits bear a star; i = inactive; ? = inconclusive; & = joins results of further samples; [ ] = another dose, or the depositor's remark. Potency is read from the fitted curve at half-maximal effect.

The first three entries as a preview:
SMILES	Pf Dd2 growth
O=C(CCc1nc2ccccc2s1)N1CC2CC(C1)[C@H]1CCCC(=O)N1C2 (stereo partly drawn)	-7%
COc1ccc2[nH]c3c(c2c1)CCNC31CCN(C(=O)C2CCCC2)CC1	?
COc1ccc(C(=O)N2CCC3(CC2)N=C(c2ccc(Br)cc2)NO3)cc1	?

The listing, from the start:
SMILES	Pf Dd2 growth
O=C(CCc1nc2ccccc2s1)N1CC2CC(C1)[C@H]1CCCC(=O)N1C2 (stereo partly drawn)	-7%
COc1ccc2[nH]c3c(c2c1)CCNC31CCN(C(=O)C2CCCC2)CC1	?
COc1ccc(C(=O)N2CCC3(CC2)N=C(c2ccc(Br)cc2)NO3)cc1	?
CCC(=O)NCCC1CCN(C(=O)Nc2ccc(C)c(F)c2)CC1	-18%
CCN(C(=O)c1noc2c1COc1ccc(C)cc1-2)c1cccc(C)c1	-18%
CCCCCC(=O)N[C@@H](Cn1ccc(=O)[nH]c1=O)C(=O)O	15%[44.1 µM]
COc1ccccc1-c1cc(C(=O)NC(C)C)nn2cccc12	-3%
COc1ccc(-c2noc(CSc3nnc(C)n3-c3ccc(C)cc3)n2)cc1	?
COc1cccc(-n2c(=O)c3c(C)c(C)sc3n(CC(=O)NCc3ccc(C)cc3)c2=O)c1	2%
COc1ccccc1NC(=O)c1cc(S(=O)(=O)NCCC2=CCCCC2)ccc1F	-9%
COc1ccc(N2CCN(CCCNC(=O)C3COc4ccc(OC)cc4C3)CC2)cc1 (stereo not drawn)	39%[activator][5.79 µM]
O=C(CCCc1ccccc1)N1CCCC(Cc2nc(C3CCOCC3)no2)C1 (stereo not drawn)	i
COCCCNC(=O)C1CCN(Cc2cc3ccccc3n2Cc2ccccc2C)CC1	-16%
COC(=O)c1cc2sc(C)cc2n1Cc1ccc(Br)cc1F	-18%
CN(C)c1ccc(CN2CCCC3(C2)C(=NC2CCCCC2)NC(=O)N3c2cc(F)cc(F)c2)cc1 (stereo not drawn)	5.6µM*
COc1ccc(C(=O)NCC2c3cc(OC)c(OC)cc3CCN2C(=O)Nc2cccc(C)c2)cc1 (stereo not drawn)	?
CN(c1ccccc1)c1cc(=O)c2ccnc(-c3ccnn3C)c2o1	i
O=C(N[C@H]1CCN2C(=O)c3cc(Br)ccc3NC(=O)[C@@H]2C1)c1ccco1	?
Cc1ccc(NC(=O)N2CCC(Oc3ncccc3C(=O)N3CCCCC3)C2)c(C)c1 (stereo not drawn)	-19%
O=C(Cc1cccs1)N1CCC(n2cc(-c3nc(C4CC4)no3)nn2)C1 (stereo not drawn)	i

Overlap with the part before: 5 entries, followed by the next part.
SMILES	Pf Dd2 growth
COc1ccc(C(=O)NCC2c3cc(OC)c(OC)cc3CCN2C(=O)Nc2cccc(C)c2)cc1 (stereo not drawn)	?
CN(c1ccccc1)c1cc(=O)c2ccnc(-c3ccnn3C)c2o1	i
O=C(N[C@H]1CCN2C(=O)c3cc(Br)ccc3NC(=O)[C@@H]2C1)c1ccco1	?
Cc1ccc(NC(=O)N2CCC(Oc3ncccc3C(=O)N3CCCCC3)C2)c(C)c1 (stereo not drawn)	-19%
O=C(Cc1cccs1)N1CCC(n2cc(-c3nc(C4CC4)no3)nn2)C1 (stereo not drawn)	i
CCOc1ccc(-n2c(/C=C/c3ccccc3)nc3ccccc3c2=O)cc1	4%
Cc1ccccc1C(=O)NC1(C(F)(F)F)N=C(c2ccccc2)N(Cc2ccccc2)C1=O (stereo not drawn)	i
O[C@H]1COCCN(C2CCOCC2)C1	-2%[76.6 µM]
CCc1nn2c(=O)cc(COC(=O)c3cccc(NC(=O)CCc4ccccc4)c3)nc2s1	25%
CN1C(=O)c2ccccc2Sc2ccc(NC(=O)c3ccccc3F)cc21	-4%
Cc1onc(C(=O)N2C[C@@H](Oc3ccccc3)C[C@H]2C(=O)NC2CC2)c1Cn1cccn1	-18%
COc1cccc(-c2noc(Nc3ccc4c(c3)OCO4)n2)c1	-23%
O=C(c1ccc(C(F)(F)F)cc1)N1CCCC(c2nn(-c3ccccc3)c(=O)[nH]2)C1 (stereo not drawn)	-14%
CCOc1ccc(NC(=O)CN(Cc2ccccc2)S(=O)(=O)c2ccc3nc(C)sc3c2)cc1	-8%
Cc1cc(C)cc(NC(=O)C(=O)NCC(c2cccnc2)N2CCc3ccccc3C2)c1 (stereo not drawn)	?
O=C(CS(=O)(=O)c1cccc2nsnc12)Nc1ccc(F)cc1F	18%
O=C(c1ccc(Cl)cc1)N1CCN(C(=O)c2nnn3c2COC(c2ccccc2)C3)CC1 (stereo not drawn)	?
Cc1cc(CN2CCn3c(nnc3-c3ccccc3)C2)no1	?
O=C(c1cc2ccccc2[nH]1)N1CCCC(n2cc(-c3nc(-c4ccccc4)no3)nn2)C1 (stereo not drawn)	?
O=C(NC1CCCCC1)c1cc2c(Cl)nc3ccccc3c2s1	33%[activator]
Cc1ccccc1C(=O)N1CCC(N2CCCNC2=O)CC1	2%&-4%[44.1 µM]
CCNC(=O)N(C1CC1)C1CCOC2(CCN(C(=O)NCc3ccccc3)CC2)C1 (stereo not drawn)	2%
COc1ccccc1CN1CC(c2noc(-c3sccc3C)n2)CC1=O (stereo not drawn)	i
CCCn1ncc(C(=O)N2CCOC(CCCC(C)C)C2)c1C (stereo not drawn)	-4%
Cc1nc(-c2ccccc2)sc1-c1ccc(SCC(=O)Nc2ccc(F)cc2F)nn1	?

2 entries drawn at random from those above:
SMILES	Pf Dd2 growth
CCCn1ncc(C(=O)N2CCOC(CCCC(C)C)C2)c1C (stereo not drawn)	-4%
Cc1onc(C(=O)N2C[C@@H](Oc3ccccc3)C[C@H]2C(=O)NC2CC2)c1Cn1cccn1	-18%

Continuation.
SMILES	Pf Dd2 growth
N#CC1=C2SCN(C3CCCCC3)CN2C(=O)CC1c1ccc(Cl)cc1 (stereo not drawn)	?
Cc1cc(C)c(NC(=O)C(C)n2c(=O)cc(-c3ccccc3)c3c(C)nn(C)c32)c(C)c1 (stereo not drawn)	20%
CCOc1ccccc1NC(=O)N1CCCC(Cc2ncc(C)n2C(C)C)C1 (stereo not drawn)	1.8µM*
NCc1ccc(-c2cccs2)cc1	?
COc1cccc(CC(=O)N2CCCC3(C2)NC(=O)N(Cc2ccc(Cl)cc2)C3=O)c1 (stereo not drawn)	i
O=C(Cn1cc(S(=O)(=O)Cc2ccccc2Cl)c2ccccc21)Nc1cccc(C(F)(F)F)c1	-20%
COc1ccc(C(=O)N2CCCCCCNC(=O)CC2)cn1	-6%
CCC(CC)C(=O)Nc1nnc(S(=O)(=O)N(C)c2cc(C)cc(C)c2)s1	-18%
CC(C)c1ccc(N2C(=O)CSC23C(=O)N(Cc2ccccc2)c2ccccc23)cc1 (stereo not drawn)	i
O=C(OCc1ccccc1)N1CCOCC12CCN(Cc1ncccn1)CC2	-4%[44.1 µM]
Cc1cccc(NC(=O)N2CC(Oc3ccc(-c4nc(C)no4)cc3)C2)c1	15%[5.79 µM]
O=C(NCc1ccc(F)cc1)[C@H]1CN2CCC1C[C@@H]2Cn1cc(-c2ccccn2)nn1 (stereo partly drawn)	?
CCCOC(=O)N1CCC2(CC1)CC(c1ccccc1)C(=O)N(C)C2 (stereo not drawn)	-17%
Cc1[nH]c2ccccc2c1C(c1ccccc1)c1ccc(Cl)s1 (stereo not drawn)	8.9µM*
c1cncc(-c2nnc3n2CCN(Cc2cccc4ccccc24)C3)c1	?
Cc1cc(C(=O)NCC2Cn3cccc3CN2C)nn1C (stereo not drawn)	?
O=C(NCc1cccnc1Oc1ccc(F)c(F)c1)C1(Cn2cccn2)CC1	0%
O=C(Nc1ccc(Cl)cc1)N1CCC(CN2CCCCCC2)CC1	-25%
CC(=O)N1CCC(NC[C@H]2O[C@@H]3C[C@@H](CC(=O)N4CCC(F)(F)C4)O[C@@H]3[C@@H]2O)CC1	35%[activator][44.1 µM]
C=Cc1ccc(Cn2c(=O)n(-c3cccc(C)c3)c(=O)c3c2c2cc(C)ccc2n3C)cc1	?
C[S+](=O)([O-])c1cccc(-c2ccc3ncn(-c4ccc(F)cc4F)c(=O)c3n2)c1	-3%[44.1 µM]
CCN1CCCC1CNC(=O)Cn1nc2c(cc1=O)CCCC2 (stereo not drawn)	-2%
CCCc1nc(C(=O)N2CCN(c3ccccc3Cl)CC2)cs1	-11%
CN1CCN(C(=O)c2ccc3c(c2)N(Cc2ccc(C(F)(F)F)cc2)C(=O)c2ccccc2S3)CC1	0.4µM*
CCN(C(=O)CSc1nnc(-c2cc3occc3n2C)n1-c1ccccc1C)c1ccccc1	39%[activator]
O=C(N[C@H](C1CCNCC1)C1CC(O)C1)c1cccc(=O)[nH]1 (stereo partly drawn)	-1%
O=C(NCC1CCN(c2cc(-c3ccccc3)[nH]n2)CC1)c1n[nH]c2c1CCCC2	?
CSc1ccc(-c2noc(-c3ncn4c3COC(c3ccccc3Cl)C4)n2)cc1 (stereo not drawn)	?
COc1cccc(Cc2nc3ccccc3nc2SCC(=O)N2CCN(c3ccccc3)CC2)c1	-11%
CN(C)c1ccc(CN2CCNc3cnc(-c4ccccc4)cc3C2)cc1	-6%[44.1 µM]
COc1ccc(F)c(CN2CCCC(O)(CN3CCC(C(N)=O)CC3)C2=O)c1 (stereo not drawn)	-9%
Cc1noc(-c2ccc(S(=O)(=O)N3C[C@H](C4CC4)[C@@H](N)C3)o2)c1C	?
O=C(O)C[C@@H]1CCN(C(=O)Cc2ccccc2)C[C@@H]1CCN1CCN(c2ccccc2)CC1	-21%
CCc1nc(-c2c3n(c(=O)n(CC(=O)Nc4ccc(C)cc4)c2=O)CCCCC3)no1	-18%
COc1ccc(S(=O)(=O)N2CCCC(Cc3noc(-c4cccnc4)n3)C2)cc1 (stereo not drawn)	-3%
COc1cccc(CNC(=O)[C@@H]2C[C@@H](O)CN2C2CCN(C(=O)CCn3nc(C)cc3C)CC2)c1	i
COc1ccc(Cn2c(SCC(=O)Nc3ccc(OC)cc3)nc3ccccc32)cc1	23%
CCc1cccc(C)c1Nc1c(-c2cccs2)nc2ncccn12	-20%
O=C(CSc1ccccc1)N1CCc2nc3cc(-c4ccccc4)[nH]n3c(=O)c2C1	i[5.79 µM]
Cn1c2c(c(=O)n(C)c1=O)C(c1cccc(O)c1)CC(=O)N2 (stereo not drawn)	29%
COc1cc(-c2ccnc3nc(C4CC4)nn23)cc(OC)c1OC	i
O=C(c1ccc2c(c1)N(Cc1ccc(Cl)cc1)C(=O)c1ccccc1S2=O)N1CCC(Cc2ccccc2)CC1 (stereo not drawn)	?
COCCn1c(CO)nnc1C1CC(NC(=O)c2sc(C)nc2C)C1 (stereo not drawn)	?
CCCN1CC2(CCN(C)CC2)CC1C(=O)N(C)Cc1nnc(C)o1 (stereo not drawn)	2%
Cn1cccc1CN1CCCC(c2nn(-c3ccccc3)c(=O)[nH]2)C1 (stereo not drawn)	i
COc1ccc(-c2nc3ccccc3o2)cc1NC(=O)c1cccc2c(Cl)cccc12	30%
COc1ccc(C(=O)c2sc3nc4c(c(C(F)(F)F)c3c2N)CN(C(C)=O)CC4)cc1OC	?
CCCCN1CCCc2cc(CN(CCCN3CCOCC3)C(=O)Nc3ccc(CC)cc3)ccc21	1%
COc1ccccc1Cc1nc2ccccc2nc1SCC(=O)NCc1ccc(F)cc1	20%
CCOc1ccc(NC(=O)CCCOc2cc(=O)n(C)c3ccccc23)cc1	5%
COc1cccc(NC(=O)Cn2nc(-c3ccncc3)ccc2=O)c1	21%
CNC(=O)c1[nH]nc2c1C(c1ccc(-n3cncn3)cc1)CC(=O)N2 (stereo not drawn)	-25%
COc1cccc(CC(=O)N2CCC3(CC2)CC(OCC2CC2)CCO3)c1 (stereo not drawn)	-11%
CC(=O)Nc1ccc(NC(=O)c2cc3n(n2)CC(c2ccc(Br)cc2)OC3)cc1 (stereo not drawn)	-13%
COc1ccc(Cc2nnc(NC(=O)C[C@H]3NC(=O)c4ccccc4NC3=O)s2)cc1	-17%
Cc1ccc(CNC(=O)N2CCC(Oc3ccc(-c4noc(C)n4)cc3)C2)cc1 (stereo not drawn)	i[5.79 µM]
CC1=C[C@@H](CO)[C@H](C(C)C)C[C@H]1CC(=O)NCc1ccc(F)cc1	8%[44.1 µM]
CCn1nccc1C(=O)N1CCCC(n2c(C)cnc2COC)C1 (stereo not drawn)	5%
CCC(Sc1nc(-c2ccccc2)[nH]c1S(=O)(=O)c1ccc(C)cc1)C(=O)O (stereo not drawn)	-1%
Cc1ccc2c(=O)cc(C(=O)Nc3ccc(S(=O)(=O)N4CCCCCC4)cc3)oc2c1C	18%

(list continues)
SMILES	Pf Dd2 growth
CC(C)c1nc2c(c(-c3ccc(O)cc3)n1)CN(Cc1ccc(OC(F)(F)F)cc1)CC2	?
Cc1nccn1CCCNC(=O)c1ccc2nc(C3CC3)oc2c1	-10%
O=c1cc(-c2ccccn2)oc2c(Nc3ccccc3)nccc12	i
O=C(Cc1cccc(Cl)c1)N1CCC(n2cnnc2C2CC2)CC1	?
CCN(CC)C(=O)c1sc2c(c1C)c(=O)n(CCc1ccccc1)c(=O)n2Cc1ccc(F)cc1Cl	10µM*
Cc1ccc(C(=O)N2CCN(c3cc(-c4cccs4)[nH]n3)CC2)s1	i
COc1ccc(NC(=O)N2CCN(Cc3nc4ccc(C)cc4o3)CC2)cc1OC	30%
COc1ccccc1N1CCN(C(=O)c2cc3cn(C4CCCC4)cc3s2)CC1	?
C[S+](=O)([O-])Nc1cccc(-c2cc3c(ccn3Cc3cccnc3)c(C3=CCOCC3)n2)c1	i
COc1ccc(NC(=O)NC[C@H]2O[C@@H]3C[C@@H](CC(=O)NC(C)C)O[C@@H]3[C@@H]2O)cc1	i
O=C(Cn1c(=O)oc2ccccc21)N1CCC2(CC1)NCCc1c2[nH]c2ccccc12	8.9µM*

These rows are one share of the data. The share of hits here may be higher or lower than overall.
